IDE cell activ – boosts human insulin-degrading enzyme activity in HEK cells; activation, % at 5.96 µM; P14735; 340,000 compounds, 0.073% hits; FAbeta-B cleavage, fluorescence polarization; 0% vehicle, 100% cell-free pure enzyme wells;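 active = activation above the mean of all tested compounds plus 3 SD, set per screening campaign, cut at about 17% in these data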
IMP-1 inhibitor – inhibitors of Pseudomonas aeruginosa IMP-1 metallo-beta-lactamase; inhibition, % at 5.6 µM; 290,000 compounds, 0.45% hits; purified IMP-1, nitrocefin hydrolysis, epi-absorbance fluorescence; AID 1556;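 active = inhibition above the mean plus 3 SD of all compounds in the same screening run, cut at about 4.5% in these data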;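 also: 0% = IMP-1 with DMSO and 100% = DMSO wells lacking enzyme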
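System: purified IMP-1 / Input: IMP-1 dispensed at 0.2 nM / Medium: 50 mM HEPES pH 7.1, 50 µM ZnSO4, 0.05% Brij 35 / Timing: 15 min enzyme–compound preincubation, then 25 min nitrocefin reaction, 25 °C / Technique: plate fluorescence quenching by hydrolysis product, ex 480/em 530 nm / Repeats: singlicate testing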
GPR7 antag – human neuropeptides B/W receptor 1 antagonism; P48145; GPR7-expressing cells, fluorescence antagonist assay; inhibition, % at 4.4 µM; 290,000 compounds, 1.1% hits; AID 1861; in the data active = inhibition above about 16%, passing the limit was not always enough;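 also: cells stimulated with the agonist NPW; 0% = agonist with vehicle and 100% = vehicle without agonist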
VIM-2 inh – blocks Pseudomonas aeruginosa VIM-2 metallo-beta-lactamase; purified VIM-2, nitrocefin hydrolysis, epi-absorbance fluorescence; 290,000 compounds, 0.89% hits; inhibition, % at 5.6 µM;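 active = inhibition above the mean of all tested compounds plus 3 SD, cutoff set per screening run, cut at about 7.5% in these data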;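 also: red hydrolysis product quenches plate fluorescence so inhibitors raise well fluorescence; 0% = enzyme with DMSO and 100% = DMSO without enzyme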
IDE inh – inhibits human insulin-degrading enzyme in HEK cells; inhibition, % at 5.59 µM; 320,000 compounds, 0.41% hits; P14735; FAbetaB cleavage, fluorescence polarization; AID 434962;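 active = percent inhibition above the average of all tested compounds plus 3 SD, set per screening campaign, cut at about 16% in these data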;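 also: IDE supplied by intact live HEK cells; FP after avidin binding of uncleaved biotin substrate so inhibition keeps polarization high; 0% = DMSO wells and 100% = 60 µM reference IDE inhibitor Ii1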
M18AAP inhibitor – PfM18AAP enzyme inhibition; AID 1822; inhibition, % at 7.35 µM; recombinant PfM18AAP, H-Glu-NHMec fluorogenic cleavage; 290,000 compounds, 1.2% hits;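 active = inhibition above the campaign mean inhibition over all tested compounds plus 3 SD, cut at about 28% in these data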;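 also: 0% = plate median of test compound wells and 100% = 2 mM ZnCl2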
PHOSPHO1 inh – blocks human PHOSPHO1 phosphatase activity; AID 1565; Q8TCT1; recombinant PHOSPHO1, absorbance phosphatase assay; inhibition, % at 13.3 µM; 290,000 compounds, 1.1% hits; in the data active = inhibition above about 60%
p-CIP stab down – lowers stability of the mouse p/CIP coactivator protein | F442A p/CIP-EGFP cells, EGFP fluorescence, 16 h | decrease of EGFP signal, % at 10 µM | 290,000 compounds, 0.01% hits;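 active = EGFP signal decrease of at least 30% at 10 µM or well 3 SD below plate mean, unless failing retest; inactive = the rest, including hits failing retest or dose response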; also: some compounds called inactive have numbers as strong as hits; many of its hits are not listed in these tables
NALP1 yeast inh – inhibitors of NALP1 inflammasome in yeast; S. cerevisiae NALP1/ASC/caspase-1 growth, X-gal OD620, 72 h; inhibition, % at 10 µM; 280,000 compounds, 0.61% hits; in the data active = inhibition mostly above about 24%, no sharp cut-off; inactive = mostly below about 32%; also: some compounds called inactive have numbers as strong as hits
* marks the source's active call; other numbers are inactive results; / = not tested or not shown.

entry	Structure	IDE cell activ	IMP-1 inhibitor	GPR7 antag	VIM-2 inh	IDE inh	M18AAP inhibitor	PHOSPHO1 inh	p-CIP stab down	NALP1 yeast inh
1	CCN(CC)c1ccc(/C=C/C(=O)c2cccnc2)cc1	7	-2.0	-5	-1.2	0	-8	24	-7	14
2	O=C(COC(=O)/C=C/c1cccc(Cl)c1)NCCc1ccccc1	2	-3.5	4	-3.7	-1	-4	-3	2	30
3	O=C(CSc1nnc(NC(=O)C2CC(=O)N(c3ccccc3)C2)s1)NC1CCCC1 (configuration not stated)	1	-3.1	-20	-0.6	5	-3	38	-5	1
4	c1ccc(SSc2ccccc2)cc1	-3	-4.3	-1	-3.2	-2	0	8	-13	17
5	COC(=O)Cn1cnc2c(cnn2-c2ccccc2)c1=O	9	-1.4	-17	-0.3	1	3	-13	-5	1
6	Nc1cc2c(cc1O)CCCC2	-1	-1.1	-5	-1.4	4	33*	-16	1	3
7	COc1ccc(C/C(C)=N/NC(=O)c2ccc(C)cc2C)cc1	5	-4.3	-12	-6.1	7	3	8	-3	-8
8	CCCc1cc(=O)n2nc(N3CCC(C(=O)NCc4ccco4)CC3)sc2n1	-1	-3.2	-17	-2.5	7	-1	32	-7	-4
9	Cc1ccsc1/C=C(\CC(=O)O)c1nc2ccccc2o1	2	0.0	1	-1.4	1	2	29	-9	19
10	Cc1ccc(C)c2[nH]c(=O)c(CCNC(=O)c3ccc(S(=O)(=O)N4CCOCC4)cc3)cc12	-8	-4.3	4	-0.6	8	-7	14	-32	12
11	COc1ccc(S(=O)(=O)N2CCN(C(=O)c3ccco3)CC2)cc1OC	4	-5.1	-6	-1.6	7	-6	15	-11	10
12	COc1ccccc1N1CCN(S(C)(=O)=O)CC1	4	0.1	-14	-3.3	7	-3	13	-18	-4
13	OCCC1CN(Cc2cccn2-c2nccs2)CCN1Cc1ccc(F)c(F)c1 (configuration not stated)	2	-2.4	3	-1.8	3	0	-3	-15	2
14	CCOC(=O)c1oc2cccc(OC(C)=O)c2c1C	5	-1.2	-11	-0.4	3	-3	-1	1	11
15	COc1ccccc1/C=C/C(=O)N1CCCC1	5	-3.8	-3	-2.2	7	-2	-10	-21	18
16	CSc1ccc(Cl)c(C(=O)Nc2ccc(OCC(N)=O)cc2)c1	5	-1.8	-7	-2.8	0	5	4	2	-4
17	Cc1[nH]n(-c2ccccc2)c(=O)c1C=Nc1cccc(F)c1	-3	-2.5	-11	-3.5	2	-14	7	-8	4
18	O=C(C1CCC1)N1CCc2cc(S(=O)(=O)NCc3cccnc3)ccc21	2	-4.6	-18	-2.1	-2	1	0	-17	-3
19	Cc1cccc2c1-c1sc(C(=O)NCCCN3CCC(C)CC3)cc1CO2	1	0.4	17	3.4	7	1	3	4	31
20	CCCc1nn(C)c2c(=O)[nH]c(-c3cc(S(=O)(=O)Nc4ccc(NC(C)=O)cc4)ccc3OCC)nc12	-7	-0.1	-13	-1.5	1	-5	11	-1	0
21	O=C1N(Cc2ccccc2)c2ccc(Cl)cc2C12OCCO2	3	-0.7	9	-0.3	3	-1	/	1	-33
22	CC1=NNC(=O)C1CC(=O)N/N=C/c1ccc(C)o1 (configuration not stated)	/	-1.3	-3	-2.0	-1	1	18	-6	/
23	COc1ccc(NS(=O)(=O)c2cc(NC(=O)CC3CCCC3)ccc2N2CCOCC2)cc1	-1	-1.8	-6	-1.3	2	12	2	-18	11
24	Cc1cc(Cl)nc(Cl)c1C(=O)NCc1ccc(Cl)cc1	-2	-1.7	-12	-2.0	-5	-2	28	-8	21
25	COc1ccc(S(=O)(=O)N(CC(=O)NCC2CCCO2)Cc2ccccc2)cc1 (configuration not stated)	1	-3.0	-11	-2.6	1	-1	45	0	-16
26	CCOP(=O)(OCC)C(NC(=O)c1cc([N+](=O)[O-])cc([N+](=O)[O-])c1)C(F)(F)F (configuration not stated)	2	0.3	-2	-1.4	1	4	32	0	7
27	NC1=NC(=O)/C(=C\C=C\c2ccccc2)S1	4	-2.7	-4	-2.0	0	4	-24	7	27
28	Cc1ccc(S(=O)c2ccc(NC(=O)C3CC3)cc2C#N)cc1 (configuration not stated)	-1	-3.7	5	-2.6	-15	6	24	5	-8
29	Cc1ccc(C)c(NC(=O)C(Sc2nc3ccc(C)cc3[nH]2)c2ccccc2)c1 (configuration not stated)	-2	-3.8	-25	-4.6	10	0	15	-1	26
30	CCN1CCN(c2cc(C)c3cc(NC(=O)Cc4ccc(OC)c(OC)c4)ccc3n2)CC1	-4	-0.5	0	0.0	-1	3	18	-4	24
31	COc1ccc2cc(CCNC(=O)c3cccs3)c(=O)[nH]c2c1	6	-2.8	-17	-2.4	-5	1	9	3	23
32	O=C(c1ccco1)N1CCN(C(=O)c2ccc(COc3ccc4c(c3)CCC4)o2)CC1	-7	-0.6	15	-0.2	4	0	47	3	28
33	Cc1cc(C)c(Cc2c(C)nc3c(C(=O)NCc4ccco4)cnn3c2C)c(C)c1	4	-5.1	1	-3.5	-1	-2	20	0	42*
34	CC(=O)Nc1ccc(N2CCOCC2)c([N+](=O)[O-])c1	2	-3.6	-14	-4.5	-7	-2	-42	-1	-10
35	Nc1nc(COc2ccc(F)cc2)nc(N2CCCCC2)n1	6	-2.2	-12	-1.6	-1	-4	0	1	-2
36	CN1CCC(N(C)C(=O)/C=C/c2cn(-c3ccccc3)nc2-c2cccs2)CC1	7	0.2	-1	6.2	6	-6	24	13	21
37	COc1ccc(-c2cc(C)no2)cc1S(=O)(=O)Nc1cccc(CN2CCCC2)c1	0	-1.5	2	-1.6	0	2	9	-2	2
38	CCOc1ccc(CN2CCN(CC3=Cc4cccc(OC)c4OC3)CC2CCO)cc1 (configuration not stated)	2	-2.0	-1	-2.7	-4	1	-1	-2	-11
39	COc1ccc(C(=O)NC(=S)NCc2cccnc2)cc1Br	0	-3.0	0	-4.7	-1	7	-25	-8	-12
40	CCOC(=O)N1CCN(CC(=O)N2c3ccccc3CC2C)CC1 (configuration not stated)	1	-4.7	-3	-5.5	1	-8	-14	-1	-29
41	N/C(=N\OC(=O)CCC1CCCC1)c1cccnc1	5	-3.0	0	-3.3	-5	-6	-14	-6	17
42	CC(=O)NC12CC3CC(C1)CC(C(=O)N1CCN(S(=O)(=O)c4cccc(F)c4)CC1)(C3)C2	5	-1.3	-8	-1.8	1	-11	24	-10	21
43	CC(C)(C)S(=O)(=O)c1cnc(-c2ccccn2)nc1N	4	-3.1	-12	-1.9	3	-3	19	3	-5
44	COc1ccc(NC(=O)NNC(=O)COc2ccc3cc(Br)ccc3c2)cc1	1	-1.9	-9	-0.2	/	2	26	4	7
45	Cc1cc(C)nc(NNC(=O)c2ccccc2O)n1	5	-3.0	-6	-3.7	-1	43*	19	-4	-8
46	CC(=O)Cc1nsc(NC(=O)c2ccccc2)n1	8	-3.0	-12	-0.9	-6	-9	11	5	9
47	CCN1CCN(Cc2oc(CO)cc(=O)c2O)CC1	2	0.3	-18	-0.3	-9	3	19	-6	-2
48	CCOC(=O)Cc1csc(NS(=O)(=O)c2ccc([N+](=O)[O-])cc2)n1	4	-5.3	-5	-0.4	5	8	44	-7	6
49	CCOC(=O)c1ccccc1NC(=O)c1c(F)c(F)c(F)c(F)c1F	5	-1.1	12	-2.4	-3	-5	12	-4	14
50	COc1ccc(C2NC(=S)N3C(c4ccc(OC)cc4)NC(=S)N23)cc1 (configuration not stated)	-1	-6.5	-4	-5.9	9	14	98*	-3	-9
51	Cc1cc(N/C=C(\C#N)S(=O)(=O)c2ccc(Cl)cc2)nc(C)n1	-1	-1.3	-8	-1.9	-2	-2	32	-10	2
52	CCCCCOC(=O)c1[nH]c2c(c1C)C(=O)C(C(=O)OC)C(C)C2 (configuration not stated)	-5	-2.1	10	-3.1	1	-2	9	-5	13
53	CC(=O)c1ccc(N2CCN(CC(=O)Nc3ccc(N4CCOCC4)cc3)CC2)cc1	/	0.8	2	-3.0	4	1	37	3	4
54	CCN(CC)CCC(c1ccc2c(c1)OCO2)c1c(O)cc(OC)cc1OC (configuration not stated)	-4	/	/	/	-3	/	31	-13	7
55	CCC1CN(C(=O)NCc2ccccc2)c2ccccc2O1 (configuration not stated)	3	-5.9	-1	-1.7	/	4	52	-8	6
56	O=S(=O)(c1cccc2nsnc12)N1CCN(c2ccc(F)cc2)CC1	3	1.3	-8	-0.5	1	-14	-5	9	17
57	CC(=O)NC1(c2ccccc2)CCN(c2nc(C)cc(C)n2)CC1	-1	-4.4	-6	-4.3	3	7	-28	17	9
58	Cc1nc2ccccc2nc(C)c1=NOCc1ccccc1Cl	0	-2.3	2	-2.9	0	-1	9	1	19
59	O=C1C=CC(=O)N1CCCCCCN1C(=O)C=CC1=O	/	-5.6	-1	1.9	19*	-113	-9	-32	112*
60	COCCN1Cc2cccc(C(=O)NCc3cccs3)c2C1=O	0	-2.7	-11	-2.7	-1	0	-18	-6	4

Later entries.
entry	Structure	IDE cell activ	IMP-1 inhibitor	GPR7 antag	VIM-2 inh	IDE inh	M18AAP inhibitor	PHOSPHO1 inh	p-CIP stab down	NALP1 yeast inh
61	O=C(Nc1ccccc1C(=O)N1CCCCCC1)c1cccc(S(=O)(=O)N2CCOCC2)c1	6	-0.7	2	-1.6	/	1	-24	3	7
62	O=C(CC1Oc2ccc(Cl)cc2NC1=O)NC1CCCCCC1 (configuration not stated)	-2	-4.5	-14	-3.0	-7	4	-3	-4	17
63	COC(=O)C1=CO[C@@H](OC2OC(CO)C(O)C(O)C2O)[C@@H]2C(CO)=CC[C@H]12 (some centres not stated)	0	-2.8	-10	-1.8	2	2	11	6	23
64	COc1ccccc1CCN1CCCC(CN(C)C(=O)CCC(=O)N(C)C)C1 (configuration not stated)	-1	-1.5	3	-1.8	8	-6	29	3	0
65	Nc1ccccc1Sc1c[nH]c2ccccc12	-2	-3.1	-10	-3.5	0	13	28	2	9
66	O=c1[nH]c2ccc(NCc3ccccc3OCc3ccc(Cl)cc3)cc2[nH]1	0	-4.1	6	-1.7	1	-20	29	-2	-2
67	Cc1nnc(NC(=O)CCn2cnc3ccccc3c2=O)s1	2	-4.8	-9	-1.6	3	3	45	-12	2
68	COc1ccc(/C=N/OC(=O)c2ccc(Cl)cc2)c(Cl)c1OC	/	-3.7	-4	-2.9	8	-10	7	-3	0
69	NS(=O)(=O)c1ccc(NC(=O)COC(=O)c2cccc(S(=O)(=O)N3CCCC3)c2)cc1	1	-3.2	-1	-4.2	-2	4	44	-3	/
70	CCCSc1cc(=O)n(-c2ccc(F)cc2)nc1C(=O)OCC	3	-0.2	0	-0.8	1	-9	37	6	-12
71	COc1cccc(CC(NC(C)=O)C(=O)NC2CCN(c3ncccc3[N+](=O)[O-])CC2)c1 (configuration not stated)	/	-2.5	-17	-2.7	-13	-6	-29	-48	-7
72	COc1ccc(CN2CCN(C(=O)CCC(=O)Nc3nnc(C(C)C)s3)CC2)cc1F	7	-1.6	-4	1.2	3	1	54	-3	10
73	COc1ccc(/C(C)=N/NC(=O)CNC(=O)/C=C/c2ccccc2OC)cc1	-1	-0.2	-7	-1.1	0	5	40	6	21

Compounds as they come; about 5.3% have a hit in one of these screens.
